# bIAP activator – bovine intestinal alkaline phosphatase activators, primary screen, biochemical, bovine IAP, CDP-star luminescence; purified bovine IAP, 30 min; stronger effect = higher value; fold of DMSO-control signal, blank-subtracted; activation factor at 20 µM; 0.17% of 200,000 active; AID 1016, 2008;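 active means activation factor of 2 or more at 20 µM, a signal rise over negative controls twice the positive control's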
# PPARg SRC3 recr – PPARgamma agonists recruiting SRC-3 coactivator, primary screen, biochemical | activation, % at 8 µM | 0.26% of 200,000 active | biochemical PPARgamma/SRC-3 coactivator recruitment assay | Peroxisome proliferator-activated receptor gamma (Homo sapiens), P37231 | AID 731, 2007; in the data active means activation above about 23%;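 further: 0% = DMSO and 100% = reference agonist; some compounds past the cut are filed as inactive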
# Target sequence (P37231 whole entry, looked up): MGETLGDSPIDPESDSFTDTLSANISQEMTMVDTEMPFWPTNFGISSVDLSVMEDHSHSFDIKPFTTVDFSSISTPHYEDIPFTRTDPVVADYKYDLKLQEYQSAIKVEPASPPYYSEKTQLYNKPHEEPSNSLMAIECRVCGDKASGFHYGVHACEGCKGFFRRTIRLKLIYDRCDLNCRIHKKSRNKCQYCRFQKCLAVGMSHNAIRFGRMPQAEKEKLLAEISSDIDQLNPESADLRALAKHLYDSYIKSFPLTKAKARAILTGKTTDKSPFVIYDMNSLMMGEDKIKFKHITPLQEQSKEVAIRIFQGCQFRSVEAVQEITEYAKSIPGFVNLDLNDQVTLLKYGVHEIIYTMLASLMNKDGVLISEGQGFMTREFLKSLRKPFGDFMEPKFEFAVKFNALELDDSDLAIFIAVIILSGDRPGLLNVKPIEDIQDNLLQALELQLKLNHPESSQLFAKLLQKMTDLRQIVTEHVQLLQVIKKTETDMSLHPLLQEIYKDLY
# TNAP inh hiacc – human TNAP enzyme inhibitors, primary screen, biochemical, luminescent, high phosphate acceptor level, uHTS | purified TNAP, CDP-star luminescence, 1 M DEA | inhibition, % at 20 µM | 0.03% of 200,000 active;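 active means over 50% inhibition of tissue-nonspecific alkaline phosphatase at 20 µM in the single-dose screen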;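 further: plate controls were DMSO wells for no effect and EDTA-quenched wells as full inhibition for full effect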
# Target sequence (P05186 whole entry, looked up): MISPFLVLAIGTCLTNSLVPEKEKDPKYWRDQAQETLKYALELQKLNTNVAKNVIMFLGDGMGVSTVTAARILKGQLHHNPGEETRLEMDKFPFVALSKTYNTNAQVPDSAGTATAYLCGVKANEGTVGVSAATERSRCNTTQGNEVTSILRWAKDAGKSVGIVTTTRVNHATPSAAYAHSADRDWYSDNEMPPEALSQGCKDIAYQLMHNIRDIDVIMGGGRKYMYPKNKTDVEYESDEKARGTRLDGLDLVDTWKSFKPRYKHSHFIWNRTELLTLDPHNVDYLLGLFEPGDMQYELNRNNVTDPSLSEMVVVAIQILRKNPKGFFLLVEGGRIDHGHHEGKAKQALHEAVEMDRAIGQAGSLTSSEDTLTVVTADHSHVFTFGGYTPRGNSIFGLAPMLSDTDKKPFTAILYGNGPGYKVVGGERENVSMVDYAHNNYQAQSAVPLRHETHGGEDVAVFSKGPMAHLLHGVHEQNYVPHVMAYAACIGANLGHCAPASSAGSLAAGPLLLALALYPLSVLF
# bIAP inhibitor – bovine intestinal alkaline phosphatase inhibitors, primary screen, selectivity assay for TNAP inhibitor project, biochemical, bovine IAP, CDP-star luminescence; alkaline phosphatase, intestinal [Bos taurus]; purified bovine IAP, 30 min; inhibition, % at 20 µM; 190,000 tested, under 10 active; AID 1019, 2008;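 active means over 50% inhibition of intestinal alkaline phosphatase at 20 µM in the single-dose screen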
#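 Assay system: bovine IAP enzyme; medium: DEA buffer 100 mM, pH 9.8, with MgCl2 1.0 mM, ZnCl2 0.02 mM; doses: 20 µM single dose; incubation: enzyme reaction for 30 min at room temperature; detection: CDP-star luminescence signal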
# PPARg SRC-1 ag – PPARgamma agonists recruiting SRC-1 coactivator, primary screen, biochemical. Peroxisome proliferator-activated receptor gamma (Homo sapiens), P37231. PPARgamma-SRC-1 coactivator recruitment biochemical assay. activation, % at 8 µM. 0.41% of 200,000 active. AID 631, 2007; in the data active means activation above about 19%;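 further: 0% = DMSO and 100% = reference agonist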
# TNAP act hi DEA – TNAP activators at high phosphate acceptor level, primary screen, biochemical, luminescence, uHTS. Alkaline phosphatase, tissue-nonspecific isozyme (Homo sapiens), P05186. purified TNAP, CDP-star luminescence, 1 M DEA, 30 min; stronger effect = higher value; 0 = EDTA background, 1 = DMSO-only activity. activation factor at 20 µM. 200,000 tested, under 10 active. AID 1136, 2008;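 active means activation factor at least 2 at 20 µM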
#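 Control set: EDTA negative control, DMSO positive control / Assay system: human TNAP / Quantity: TNAP 1/800 final / Evaluation: TNAP activation factor scaled between EDTA and DMSO control wells / Measured by: luminescent substrate turnover signal / Compound dosing: one dose, 20 µM / Times: 30 min enzyme reaction at room temperature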
# PPARg SRC-2 ag – agonists of PPARg-SRC-2 recruitment, primary screen, biochemical, HTS; Peroxisome proliferator-activated receptor gamma (Homo sapiens), P37231; PPARgamma LBD-SRC-2 recruitment; activation, % at 8 µM; 0.34% of 200,000 active; AID 1032, 2008; in the data active means activation above about 22%;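 further: 0% = vehicle and 100% = reference agonist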
# TNAP inh noacc – human TNAP enzyme inhibitors, primary screen, biochemical, luminescent, no phosphate acceptor, uHTS | 0.26% of 200,000 active | inhibition, % at 20 µM | purified TNAP, CDP-star luminescence, 30 min | AID 1012, 2008;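 active means tissue-nonspecific alkaline phosphatase inhibition above about 50% at 20 µM in the single-dose screen, limit read from the data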;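 further: 0% = DMSO negative control and 100% = EDTA positive control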
# SRC2 TRFRET art – TR-FRET signal artefacts, primary screen, artefact control for PPARgamma SRC-2 agonist project, biochemical. TR-FRET ratio at 8 µM. 0.4% of 200,000 active. TR-FRET artefact counter-screen; stronger effect = higher value; in the data active means TR-FRET ratio above about 2000; further: inactives centre near 1500
# HMGR II inh – inhibitors of E. faecalis class II HMGR, primary screen, biochemical, Enterococcus faecalis. HMG-CoA reductase (Enterococcus faecalis, mvaE). purified E. faecalis HMGR, NADPH absorbance 340 nm kinetic. inhibition, % at 10 µM. 0.41% of 190,000 active. AID 1066, 2008;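 active means inhibition above a set limit, the median over all tested compounds plus 3 SD, cut at about 9.5% in these data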;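 further: enzyme runs in reverse so mevalonate oxidation gives rising NADPH absorbance; 0% = complete reaction with DMSO and 100% = background rate lacking mevalonate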
# * marks the source's active call; other numbers are inactive results; . = no result given.
SMILES,bIAP activator,PPARg SRC3 recr,TNAP inh hiacc,bIAP inhibitor,PPARg SRC-1 ag,TNAP act hi DEA,PPARg SRC-2 ag,TNAP inh noacc,SRC2 TRFRET art,HMGR II inh
Cc1cc(=O)n(CCC(=O)O)c2ccccc12,1,3,-5,-4,4,1.1,0,-6,1369,0
Cc1ccsc1C1NC(=O)c2c(sc3c2CCCC3)N1 (centres undefined),0.9,0,0,10,1,1,8,-1,1697,-1
CC1(C)NC(=O)N(CCOc2ccc3c(c2)CCC3)C1=O,1,-6,-4,-1,3,1,4,-13,1703,-6
CCOC(=O)c1c(C)[nH]c(C(=O)N/N=C\c2ccccc2O)c1C,1.2,-1,3,-18,1,1,6,-103,1591,-3
Cn1c(C(=O)O)c(C=O)c2ccccc21,1.1,-5,-2,-12,4,1,-1,-7,1483,-1
CC1=C(C(=O)N2CCN(C(=O)c3ccco3)CC2)C2(CCC(C)CC2)OC1=O (centres undefined),0.9,3,-2,8,-4,1,0,-4,1388,-3
O=C1CCC(=O)N1OCCCCOc1ccccc1,0.9,11,1,6,3,1,6,-4,1774,0
COc1ccccc1Nc1nc(-c2sc(NC(=O)CC(C)C)nc2C)cs1,1,2,-7,2,-4,1.1,-3,1,1427,-3
COc1ccc(CC(=O)OC(C)CN2CCCCC2)cc1 (centres undefined),1,2,-5,-3,0,1,-3,-8,1460,4
CSc1ccc(Cl)c(C(=O)OCC(=O)NC2CC2)c1,1,-4,-1,-4,13,1,4,-8,1562,2
CCC(C(=O)NC1CCCCC1)N(Cc1cccs1)C(=O)c1snc(C(N)=O)c1N (centres undefined),1,0,2,1,-1,1,-3,-2,1391,-3
O=C(O)Cc1ccc(C(=O)c2ccc(Cl)cc2)s1,0.9,2,-2,14,10,1,6,-6,1476,-2
CCOC(=O)c1ccc(S(=O)(=O)n2c(CN3CCCCC3)nc3ccccc32)cc1,1,-3,-4,1,0,1,-1,-11,1337,3
CN(Cc1cc(-c2ccccc2)on1)C(=O)c1cc(COc2c(F)cccc2F)on1,1,0,-6,5,11,1.1,6,-7,1594,-2
O=Cc1cn(CC(=O)N2CCOCC2)c2ccccc12,0.4,5,-3,.,0,1,14,-12,1527,1

# An excerpt from above, limited to PPARg SRC-2 ag.
smiles | PPARg SRC-2 ag
CCOC(=O)c1ccc(S(=O)(=O)n2c(CN3CCCCC3)nc3ccccc32)cc1 | -1
CN(Cc1cc(-c2ccccc2)on1)C(=O)c1cc(COc2c(F)cccc2F)on1 | 6

# Going on with the list:
SMILES,bIAP activator,PPARg SRC3 recr,TNAP inh hiacc,bIAP inhibitor,PPARg SRC-1 ag,TNAP act hi DEA,PPARg SRC-2 ag,TNAP inh noacc,SRC2 TRFRET art,HMGR II inh
CC(=O)NCCC1CCN(c2nc3nonc3nc2N(C)Cc2ccccc2)CC1,0.9,1,-3,8,11,1,0,-4,1431,0
CC(=O)c1cnc(Nc2ccccc2)s1,0.9,9,-10,10,-2,1.1,-9,-13,1326,-5
O=C1Nc2cc(Cl)cnc2N2CCCC12 (centres undefined),0.9,-1,-2,5,0,1,-3,-13,1428,3
CC(=O)c1cccc(N(CC(=O)N2CCCCC2)S(C)(=O)=O)c1,1.2,-1,-3,-19,-1,1,-2,-11,1482,-8
CC(=O)Nc1ccc(S(=O)(=O)NCCN2CCOCC2)cc1,0.9,-8,-10,12,-1,1.1,-3,-18,1333,3
Nc1nc(CSC(=S)N2CCOCC2)nc(Nc2ccccc2)n1,1,2,-4,3,2,1,-4,-4,1458,-1
C/C(=N\N=C(c1ccccc1)c1ccccc1)c1ccco1,1,-1,0,-1,-1,1,-11,2,1384,-5
CS(=O)(=O)NCCCc1ccccc1,0.9,-1,-5,13,-4,1.1,3,-10,1509,-3
CS/C(=C/[N+](=O)[O-])Nc1cccc2c1C(C)CC2(C)C (centres undefined),1,-1,5,1,4,1,6,-2,1480,1
OCCOCCn1c(-c2ccccc2)nc(=S)c2c1CCCC2,0.9,.,-6,6,.,1.1,.,-18,.,2
COC(=O)c1ccc(C(c2c(N)n(Cc3ccccc3)c(=O)n(C)c2=O)N2CCOCC2)cc1 (centres undefined),1.1,2,-6,-6,9,1.1,1,-10,1736,-5
Cc1ccc(NC(=O)c2ccccc2)cc1,1,12,-4,4,-6,1,3,-12,1468,1
Cc1cccc(NC(=O)CSc2nnc(C)c(=O)n2N)c1C,0.8,2,0,24,4,1,7,-17,1723,-7
CC(C)c1nc(-c2ccc([N+](=O)[O-])cc2)cs1,1.1,4,-1,-10,8,1,2,-15,1557,9
CC(C)CCn1c(N2CCC(C(N)=O)CC2)nc2c1c(=O)[nH]c(=O)n2C,1,4,-3,4,12,1,7,3,1595,1
COc1ccc(C(=O)NCCC2=CCCCC2)cc1OC,1.2,-1,-10,-17,6,1.1,0,-6,1419,-5
O=C(NCC(c1cccs1)N1CCOCC1)c1ccc(Cl)s1 (centres undefined),0.9,-26,-10,6,-8,1.1,-7,-6,1534,-5
O=C(COC(=O)/C=C/c1cccc(Cl)c1)NCCC1=CCCCC1,0.9,-2,2,13,-5,1,4,-7,1554,-3
Cc1ccnc2c(N3C(=O)C4C5C=CC(C5)C4C3=O)cccc12 (centres undefined),1,-2,-6,0,3,1.1,-8,-18,1559,-2
C(=N\n1cnnc1)/c1ccc(-c2ccccc2)cc1,0.9,-2,-2,8,3,1,6,-6,1531,-2
COc1ccc(CN2CCNC(=O)C2CC(=O)NCc2csc(C(C)C)n2)c(OC)c1 (centres undefined),1.1,-2,-8,-8,-9,1.1,-8,-15,1425,-3
COc1cc(OC)nc(NC(=O)CSc2nc3ccccc3[nH]2)n1,1.1,-3,0,-13,5,1,6,36,1643,0
Cc1nn(Cc2ccc(C(=O)N3c4ccc(F)cc4CCC3C)o2)c(C)c1Br (centres undefined),1,11,4,1,1,1,7,-4,1870,-7
CCCCS(=O)(=O)c1sc2nc(C)cc(C)c2c1N,1,3,-6,-1,3,1.1,7,-11,1570,3
COCCn1c(SCC(=O)c2[nH]c(C)c(C(C)=O)c2C)nc2ccccc21,1,7,-4,0,0,1,8,-11,1675,-6
C=CCNc1nc(Nc2ccc([N+](=O)[O-])cc2)nc(OC)n1,0.9,0,-6,12,2,1.1,-4,-16,1704,-1
Cc1ccc(CNC(=O)CCc2ccccc2)cc1,1,-1,-9,4,6,1.1,-1,-16,1679,1
CCSc1nc2nn(-c3ccccc3)c(=O)c-2c2n1CCCCC2,1,-4,-4,0,0,1,4,-4,1398,4
Cc1cccc2c1N(CCCOc1ccc(C(C)(C)C)cc1)C(=O)C2=O,0.8,3,0,16,2,1,5,-7,1693,-2
O=C(Nc1cccnc1)c1cccc(S(=O)(=O)N2CCCCC2)c1,0.9,2,-6,7,-4,1.1,2,-9,1573,12*
CCSC1=C(C#N)C(c2cccc(O)c2)CC(=O)N1 (centres undefined),1,12,-4,0,10,1,9,-11,1670,2
N#Cc1c(N)nc2c(c1N)CC(COc1ccccc1)O2 (centres undefined),0.9,-4,-4,9,6,1,2,-10,1509,4
COC(=O)CSc1nnc(CNC(=O)c2ccccc2F)n1-c1ccc(F)cc1,1,-2,-3,3,-2,1,1,-8,1572,4
CCC(C)NC(=O)Cn1c(-c2ccccc2)cc(C(C)=O)c1C (centres undefined),1,3,0,-1,6,1,1,-8,1563,-7
CCc1nc(SCC(=O)Nc2sc(C)c(C)c2C(=O)OC)c2ccccc2n1,0.9,-4,-6,14,-3,1.1,0,-18,1463,-1
O=C(COc1ccccc1[N+](=O)[O-])Nc1ccc(NC(=O)c2cc3ccccc3o2)cc1,1.2,4,-4,-18,4,1,8,-6,1332,-3
O=C(COC(=O)c1cc(Cl)cc(Cl)c1)NCCN1C(=O)CSC1=O,1,-5,-3,-2,8,1,11,-17,1740,-6
CN(C)C(=O)COC(=O)c1cccc(CN2C(=O)c3ccccc3C2=O)c1,1,0,-5,2,4,1,11,-14,1886,-8
COCCCN(C(=O)Nc1cccc(Cl)c1)C(C)c1ccccn1 (centres undefined),1,-2,-1,2,-3,1,-9,-9,1354,-2
COc1ccc(-c2noc(CSc3nnc(-c4ccccc4)n3C)n2)cc1,0.8,1,-2,16,1,1,-1,-8,1485,-2
COc1ccc(NC(=O)c2cccn(CC=C(C)C)c2=O)cc1,1.1,0,-4,-6,3,1,-8,-10,1354,1

# Structures above that contain a halogen (ten):
SMILES,bIAP activator,PPARg SRC3 recr,TNAP inh hiacc,bIAP inhibitor,PPARg SRC-1 ag,TNAP act hi DEA,PPARg SRC-2 ag,TNAP inh noacc,SRC2 TRFRET art,HMGR II inh
CSc1ccc(Cl)c(C(=O)OCC(=O)NC2CC2)c1,1,-4,-1,-4,13,1,4,-8,1562,2
O=C(O)Cc1ccc(C(=O)c2ccc(Cl)cc2)s1,0.9,2,-2,14,10,1,6,-6,1476,-2
CN(Cc1cc(-c2ccccc2)on1)C(=O)c1cc(COc2c(F)cccc2F)on1,1,0,-6,5,11,1.1,6,-7,1594,-2
O=C1Nc2cc(Cl)cnc2N2CCCC12 (centres undefined),0.9,-1,-2,5,0,1,-3,-13,1428,3
O=C(NCC(c1cccs1)N1CCOCC1)c1ccc(Cl)s1 (centres undefined),0.9,-26,-10,6,-8,1.1,-7,-6,1534,-5
O=C(COC(=O)/C=C/c1cccc(Cl)c1)NCCC1=CCCCC1,0.9,-2,2,13,-5,1,4,-7,1554,-3
Cc1nn(Cc2ccc(C(=O)N3c4ccc(F)cc4CCC3C)o2)c(C)c1Br (centres undefined),1,11,4,1,1,1,7,-4,1870,-7
COC(=O)CSc1nnc(CNC(=O)c2ccccc2F)n1-c1ccc(F)cc1,1,-2,-3,3,-2,1,1,-8,1572,4
O=C(COC(=O)c1cc(Cl)cc(Cl)c1)NCCN1C(=O)CSC1=O,1,-5,-3,-2,8,1,11,-17,1740,-6
COCCCN(C(=O)Nc1cccc(Cl)c1)C(C)c1ccccn1 (centres undefined),1,-2,-1,2,-3,1,-9,-9,1354,-2
